Assay outcomes as filed in PubChem BioAssay.
RGS4 inhibitor = blocks human RGS4-accelerated GTP hydrolysis | Transcreener GDP fluorescence polarization, RGS4-accelerated GTP hydrolysis | P49798 | 390,000 compounds, 0.039% hits | Potency, µM (doses to about 114 µM), inactives show at the top dose activity change, negative = inhibition, hits mostly inhibitors; also: % is scaled to controls: 0 for no effect and ±100 for the full control effect; nearly all actives have a fitted effect of over 75% in size; some results filed as inactive show a strong effect at the top dose
Target sequence (P49798 whole entry, looked up): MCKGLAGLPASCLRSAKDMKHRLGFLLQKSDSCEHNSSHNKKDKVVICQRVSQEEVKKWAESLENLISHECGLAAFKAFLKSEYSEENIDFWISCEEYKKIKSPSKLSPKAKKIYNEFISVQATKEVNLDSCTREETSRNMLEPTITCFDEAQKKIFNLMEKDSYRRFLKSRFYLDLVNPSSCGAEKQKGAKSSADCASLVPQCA
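MLSMR compounds (23 nl, pin-transferred) preincubated 10 min at room temperature with a 500nM (2x) first reagent, then RGS4 at 900nM (2x) plus Transcreener GDP mix added; fluorescence polarization (620/688 nm) read before and after 90 min at 30 °C.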
Vif-A3F inh = Vif-A3F binding inhibition. HeLa A3F-eYFP + Vif (tagged APOBEC3F with the HIV-1 protein that degrades it), YFP fluorescence increase. Potency, µM (doses to about 46.1 µM), for inactives: at the top dose activity, negative = active. 390,000 compounds, 0.2% hits. AID 602313; also: % of control where 0% means no effect; nearly all actives have a fitted effect of over 65% in size
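Fluorescence increase (Ex 488/Em 500-530) after overnight compound treatment at 37 deg C flags inhibition of Vif-driven A3F-eYFP loss in stable HeLa A3F-eYFP/Vif cells seeded overnight beforehand.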
Vif-APOBEC3G blk = Vif-A3G binding inhibition | Q9HC16 | HeLa A3G-eYFP + Vif (tagged APOBEC3G with the HIV-1 protein that degrades it), YFP fluorescence, overnight | Potency, µM (doses to about 46.1 µM), for inactives: top-dose activity, negative = active, most hits filed as inhibitors | 410,000 compounds, 0.076% hits | AID 602310;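 also: % is scaled to controls: 0 for no effect and ±100 for the full control effect; nearly all actives have a fitted effect of over 60% in size; hits raise eYFP signal because A3G escapes Vif-driven loss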
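HeLa cells stably expressing Vif and C-terminally eYFP-tagged A3G, seeded overnight at 37 deg C, then exposed to compound by pintool overnight at 37 deg C. Rise in yellow fluorescence (Ex 488/Em 500-530, Acumen) marks blocked Vif-driven A3G degradation.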
mIDH1 inhibitor = blocks human mutant IDH1 R132H enzyme. O75874. IDH1-R132H enzyme, NADPH consumption, diaphorase/resazurin fluorescence. Potency, µM (series often up to 76.6 µM), for inactives: at the top dose activity change, negative = inhibition, actives largely listed as inhibitors. 390,000 compounds, 0.093% hits. AID 602179; also: % is scaled to controls: 0 for no effect and ±100 for the full control effect; nearly all actives have a fitted effect of over 65% in size
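IDH1-R132H (0.5 ug/mL) preincubated 30 min with compound, then NADPH (0.016 mM) and alpha-KG (2 mM) added; 80 min at RT, pH 7.5. Remaining NADPH coupled via diaphorase/resazurin to fluorescence (540/590 nm); concentration-response curves normalized to no-enzyme control.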
rTrxR1 inhibitor = blocks rat thioredoxin reductase 1; O89049; recombinant rTrxR1, NADPH fluorescence consumption, selenite substrate; Potency, µM (highest dose often 114 µM), inactives show top-dose activity change, negative = inhibition, usual class: inhibitors; 390,000 compounds, 1% hits; AID 588453; also: % is scaled to controls: 0 for no effect and ±100 for the full control effect; nearly all actives have a fitted effect of over 65% in size
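Rat TrxR1 (90 nM in the dispensed reagent) was pre-reduced with 400 uM NADPH for 5 min at room temperature, then incubated with compound for 15 min. After 400 uM selenite was added, NADPH fluorescence (Ex 340/Em 450 nm) was followed for 8 min.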
RXFP1 agonist = activates the human relaxin receptor RXFP1; 370,000 compounds, 0.3% hits; Q9HBX9; Potency, µM (series often up to 57.5 µM), for inactives: at the highest dose activation, most hits filed as activators; AID 2676; HEK293T-RXFP1 cAMP TR-FRET, 30 min; response scale: percent of porcine relaxin response, buffer zero; also: % is scaled to controls: 0 for no effect and ±100 for the full control effect; nearly all actives have a fitted effect of over 60% in size; many of its hits are not listed in these tables
Target sequence (Q9HBX9 whole entry, looked up): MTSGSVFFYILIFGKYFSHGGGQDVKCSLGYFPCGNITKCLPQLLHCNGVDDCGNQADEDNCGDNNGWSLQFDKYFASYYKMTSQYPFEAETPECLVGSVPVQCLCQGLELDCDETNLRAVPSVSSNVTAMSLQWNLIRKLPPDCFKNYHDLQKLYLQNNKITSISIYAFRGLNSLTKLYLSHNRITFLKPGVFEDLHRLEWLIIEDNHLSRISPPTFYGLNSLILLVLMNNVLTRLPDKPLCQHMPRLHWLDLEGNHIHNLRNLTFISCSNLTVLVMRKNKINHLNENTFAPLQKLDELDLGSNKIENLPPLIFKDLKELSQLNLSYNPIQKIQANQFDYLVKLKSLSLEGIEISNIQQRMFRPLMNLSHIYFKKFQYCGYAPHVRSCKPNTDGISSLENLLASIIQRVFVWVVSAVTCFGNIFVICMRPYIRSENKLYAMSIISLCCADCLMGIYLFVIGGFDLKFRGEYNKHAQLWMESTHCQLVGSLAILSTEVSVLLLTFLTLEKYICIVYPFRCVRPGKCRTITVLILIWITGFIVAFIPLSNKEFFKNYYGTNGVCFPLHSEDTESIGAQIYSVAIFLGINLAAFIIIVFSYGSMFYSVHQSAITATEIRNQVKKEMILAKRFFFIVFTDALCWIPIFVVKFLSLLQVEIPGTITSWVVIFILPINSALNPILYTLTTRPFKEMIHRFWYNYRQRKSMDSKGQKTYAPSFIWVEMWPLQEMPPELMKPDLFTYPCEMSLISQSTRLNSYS
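HEK293T cells stably expressing RXFP1 were pretreated with the PDE4 inhibitor Ro 20174, exposed to compounds for 30 min at 37C, lysed, and cAMP was read by TR-FRET. Data normalized to buffer (basal) and 29 nM porcine relaxin (100%).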
USP1 inh = blocks the human USP1/UAF1 deubiquitinase complex. O94782. recombinant USP1/UAF1, Ub-Rhodamine cleavage fluorescence. Potency, µM (top dose mostly 57.1 µM), for the others: at the top dose activity change, negative = inhibition, usual class: inhibitors. 390,000 compounds, 0.23% hits; also: % is scaled to controls: 0 for no effect and ±100 for the full control effect; nearly all actives have a fitted effect of over 60% in size; inactives centre near -12
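USP1/UAF1 complex at 1 nM was preincubated with compound for 15 min at room temperature, then Ub-Rho substrate (150nM final) was added. Fluorescence (480/540 nm) was read kinetically, 6 reads every 60 seconds.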
TrxR1 substrate = is turned over as a substrate by rat TrxR1 | Potency, µM (titrated, usually from 114 µM), for the others: at the top dose activity change, negative = substrate turnover | 390,000 compounds, 0.01% hits | O89049 | purified TrxR1 substrate turnover, NADPH consumption readout; also: % is scaled to controls: 0 for no effect and ±100 for the full control effect; nearly all actives have a fitted effect of over 50% in size
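Rat TrxR1, dispensed at 90 nM, was prereduced with 400 uM NADPH (final) for 5 min at ~22 deg C, then incubated with compound 15 min before 400 uM selenite. A first-read NADPH fluorescence drop versus no-compound background flagged substrates.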
ALOX12 inh = inhibitors of human 12S-lipoxygenase ALOX12 | Potency, µM (doses to about 108 µM), inactives show at the highest dose activity change, negative = inhibition, usual class: inhibitors | 580,000 compounds, 1.1% hits | P18054 | purified 12hLO, xylenol orange hydroperoxide absorbance; also: % is scaled to controls: 0 for no effect and ±100 for the full control effect
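Purified human 12hLO at 150 nM in 25 mM Hepes, 0.01% Triton X-100, pH 7.0, preincubated 15 min at room temperature with compound. Reaction started with 40 uM arachidonic acid, 30 min at room temperature. Hydroperoxide measured by Fe-xylenol orange, 573/405 nm absorbance ratio.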
The depositor's hits bear a star; ? = inconclusive; . = no result given; & = joins results of further samples; [ ] = dose if it differs, or a comment. Calls follow the shape of the dose curve; as a rule, active = well fitted curve in the direction sought with a large enough effect; inconclusive = small, poorly fitted or top-dose-only effect, or another doubt; inactive = no such curve, though single readings can be large; an effect the other way counts as inactive or inconclusive. Potency is read from the fitted curve at half-maximal effect. The list is partial; rates above refer to the full screens.

SMILES	RGS4 inhibitor	Vif-A3F inh	Vif-APOBEC3G blk	mIDH1 inhibitor	rTrxR1 inhibitor	RXFP1 agonist	USP1 inh	TrxR1 substrate	ALOX12 inh
Cc1c(Cl)cccc1NC(CC(=O)c1ccccc1)C(=O)OCC(=O)c1cccs1 (configuration not stated)	?	4%	-11%	3%	40µM*	0.5%	-13%	-8%	3%
O=C(CCCOc1ccc(Br)cc1)Nc1ccc(S(=O)(=O)N2CCOCC2)cc1	21%	-5%	-7%	-3%	1%[57.1 µM]	-0.7%	-11%	-8%[57.1 µM]	9%
COCCCn1c(-c2ccccc2)nc2ccccc2c1=O	9%	-6%	-2%	1%	8%	2.1%	-14%	-1%	0%
COc1ccc(C(=O)NC=C2C(=O)OC(C)(C)OC2=O)cc1	-44%	9%	-1%	-4%	7%[57.1 µM]	-0.5%	-13%	4%	-9%
Nc1cc2c(cc1C(=O)c1ccccc1)OCCO2	-1%	-2%	2%	-4%	-11%	3.3%	-24%	-13%	-17%
CN(C(=O)C(C)(C)C)[C@H]1C[C@H]2c3[nH]c4ccccc4c3CCN2C(=O)[C@H]1CO	.	-18%	-17%	14%	.	.	-22%	.	?
COC(=O)CSc1nc2cc3c(cc2cc1C)OCO3	2%	9%	-2%	3%	14%[57.1 µM]	4.5%	-18%	6%[57.1 µM]	3%
COc1ccc(-n2nc3c(c2NC(=O)c2c(-c4ccccc4Cl)noc2C)CS(=O)(=O)C3)cc1	-7%	4%	0%	-1%	11%	-1.5%	-11%	0%	-32%
O=S(=O)(NCc1ccccn1)c1ccc2ccccc2c1	14%	10%	3%	-4%	37%[activator]	0.5%	-5%	7%	-2%
Clc1ccc(-c2nn3c(-c4ccccc4)nnc3s2)cc1	-35%	-10%	0%	0%	-1%[57.1 µM]	23%	-7%	2%[57.1 µM]	-12%
O=C1NC2=C(C(=O)OC2)C(c2ccc(OC(F)(F)F)cc2)N1 (configuration not stated)	15%	-4%	8%	-1%	10%	0.0%	-20%	5%	0%
Cc1cc(S(=O)(=O)N2CCN(c3ccc(F)cc3)CC2)c(C)s1	-8%	-1%	5%	1%	19%[57.1 µM]	0.6%	-15%	-2%[57.1 µM]	-1%[57.4 µM]
CC(=O)NN1C(=O)c2ccccc2NC1c1ccco1 (configuration not stated)	-10%	-10%	2%	1%	3%	3.4%	-5%	81%[activator]	9%&1%
COc1ccc(N(CC(=O)Nc2ccc3c(c2)OCO3)S(=O)(=O)c2ccccc2)cc1	11%	10%	1%	1%	24%	-1.3%	-11%	0%	0%
CCN(CCNC(=O)c1cc(C)nn1-c1ccccc1)c1ccccc1	-15%	0%	-9%	17%	13%	-1.3%	?	6%	-10%
CC(=O)c1ccc(N2CCN(C(=O)CCc3nnc4n(C)c(=O)c5sccc5n34)CC2)cc1	-4%	0%	1%	27%	3%	?	-5%	1%	5%
Cc1cc(Cl)ccc1OCC(=O)Nc1c(C(=O)c2ccccc2)oc2ccccc12	3%	1%	5%	6%	8%	7.1%	13%	-2%	-21%
COc1ccc2c(c1OC)CN(C)CCc1cc3c(cc1C(O)C2)OCO3 (configuration not stated)	20%	-12%	-3%	13%	5%[57.1 µM]	1.1%	0%	6%[57.1 µM]	.
O=C(c1cc2ccccc2oc1=O)N(c1ccc(Cl)cc1)C1C=CS(=O)(=O)C1 (configuration not stated)	4%	0%	-8%	5%	-8%	1.3%	-14%	-7%	-20%
CC(=O)c1cccc(CN2CCCC(CCC(=O)NCc3ccc(F)c(F)c3)C2)c1 (configuration not stated)	13%	3%	1%	-10%	16%	0.6%	-19%	3%	-15%

Some of the entries so far, with bars between the fields.
molecule | RGS4 inhibitor | Vif-A3F inh | Vif-APOBEC3G blk | mIDH1 inhibitor | rTrxR1 inhibitor | RXFP1 agonist | USP1 inh | TrxR1 substrate | ALOX12 inh
O=S(=O)(NCc1ccccn1)c1ccc2ccccc2c1 | 14% | 10% | 3% | -4% | 37%[activator] | 0.5% | -5% | 7% | -2%
COC(=O)CSc1nc2cc3c(cc2cc1C)OCO3 | 2% | 9% | -2% | 3% | 14%[57.1 µM] | 4.5% | -18% | 6%[57.1 µM] | 3%

Next section.
SMILES	RGS4 inhibitor	Vif-A3F inh	Vif-APOBEC3G blk	mIDH1 inhibitor	rTrxR1 inhibitor	RXFP1 agonist	USP1 inh	TrxR1 substrate	ALOX12 inh
Cc1ccc(OC(=O)CCS(=O)(=O)c2ccc(C)cc2)cc1	21%	-7%	1%	5%	6%	-2.9%	.	-3%	-2%
O=c1cc(CSc2nnc3ccccn23)c2c(ccc3ccccc32)o1	-11%	2%	-1%	2%	-22%	6.0%	-12%	17%	-21%
Cc1ccccc1/C=N/N1CCN(c2ccccc2)CC1	-4%	-1%	-2%	2%	8%	-0.2%	-28%	-3%	-9%
COc1ccc(C2=NNC(c3cccnc3)=Nc3ccc(OC)cc32)cc1	-31%	2%	-11%	0%	16%[57.1 µM]	-3.9%	-15%	3%[57.1 µM]	-8%
COc1ccc(-c2c3c(=O)n(C)c(=O)n(C)c3cn2-c2ccccc2O)cc1	-10%[11.4 µM]	-9%	-8%	-9%	7%	12%	-14%	10%	0%
CN1CCN(c2ccncc2S(=O)(=O)N2CCCCC2)CC1	1%	13%	3%	4%	7%[57.1 µM]	-3.2%	-18%	-9%	0%
Cc1csc(N)n1	-8%	-4%	-1%	-8%	7%	0.0%	-18%	6%	-7%
NS(=O)(=O)c1ccc(CCNC(=O)CCn2c(=O)c3cccn3c3cccnc32)cc1	-12%	-1%	3%	-14%	11%	?	-19%	15%	0%
O=C(Nc1ccc(N2CCOCC2)cc1)c1cnccn1	-28%	12%	1%	7%	4%	-0.1%	-5%	-3%	-6%
CC(C)(C)c1ccc(S(=O)(=O)NCC(=O)Nc2sc3c(c2C(N)=O)CCCC3)cc1	-15%[11.4 µM]	4%	2%	1%	2%[57.1 µM]	-2.4%	-23%	5%[57.1 µM]	16%
CCCOc1ccc2ccccc2c1/C=N/n1cnnc1	7%	-13%	0%	13%	-2%	-0.2%	?	3%	4%
Cc1ccc(Cn2c(C(C)NC(=O)c3ccccc3)nc3ccccc32)cc1 (configuration not stated)	-25%	-26%	-25%	12%	13%	3.3%	-10%	1%	?
COc1ccc(NC(=O)CCn2nc(C)cc2C)cc1	-11%	-12%	-7%	3%	9%[57.1 µM]	0.1%	-18%	8%[57.1 µM]	0%
N#C/C(=C\c1ccc(O)c([N+](=O)[O-])c1)c1nc2ccccc2s1	?	3%	-1%	-3%	1%[57.1 µM]	1.6%	?	-1%[57.1 µM]	22µM*
COc1cc2c(C(=O)NCc3ccccn3)cn(C)c(=O)c2cc1OC	7%[11.4 µM]	7%	0%	0%	8%[57.1 µM]	1.1%	-16%	6%[57.1 µM]	0%
CCn1c(=O)cc(SCC(=O)Nc2ccc(C)cn2)c2ccccc21	2%	-28%	-13%	-1%	17%	17%	-14%	0%	-1%
CCOC(=O)c1ccc(NCc2cccnc2)cc1	5%	-7%	6%	17%	10%	-1.0%	-19%	-6%	12%
Cc1ccc(-n2ncc3c2ncn2nc(-c4ccco4)nc32)c(C)c1	-8%	-5%	-19%	-2%	-28%	-2.2%	-17%	1%	402%[activator]
O=S(=O)(c1ccc(Cl)cc1)c1snnc1-c1ccccc1	-4%	-1%	-30%	11%	-24%[57.1 µM]	0.6%	-7%	5%[57.1 µM]	0%
N#CCCN(Cc1ccccc1)C(=O)Nc1ccc(F)cc1	-14%	-1%	4%	0%	26%	3.8%	-2%	-6%[57.1 µM]	463%[activator]
COc1cc(OC)c(C2CC(=O)Nc3ccc4ccccc4c32)cc1OC (configuration not stated)	5%	-7%	-8%	12%	0%	0.8%	-19%	-7%	0%
Cc1cccc(NC(=O)C2CCCN(S(=O)(=O)c3cccc4cccnc34)C2)c1 (configuration not stated)	10%	-4%	3%	-4%	24%[57.1 µM]	0.9%	-8%	10%[57.1 µM]	391%[activator]
COc1cccc(SCc2noc(C(=O)NCCCN3CCOCC3)c2C(=O)NCCCN2CCOCC2)c1	6%	0%	3%	11%	13%	.	-25%	-4%	-7%
N#Cc1c(C#N)c(O)c2ccccc2c1O	?	0%	-1%	17%	-10%	-0.8%	?	11%	-17%
CCCn1c2c(c(O)c(C(=O)Nc3ccc(OCC)cc3)c1=O)CCCC2	-5%	2%	-2%	-3%	4%	0.8%	-16%	7%	-2%
CC(=O)c1cccc(CN2CCCC(CCC(=O)NCc3ccc(C)o3)C2)c1 (configuration not stated)	-6%	2%	0%	4%	-13%	-4.4%	0%	9%[57.1 µM]	0%
Cc1ccc(C(=O)NNC2=NC(C)(C)Cc3ccccc32)cc1	9%	-7%	-4%	7%	16%	1.5%	-4%	5%	126%[activator]
COc1ccccc1N(CC(=O)NCc1ccc(F)cc1)C(=O)CCC(=O)Nc1nccs1	-5%	?	-2%	-4%	-5%[57.1 µM]	-0.2%	3%	-4%[57.1 µM]	4%
COc1cccc(CN2CC(C(=O)N(C)CCc3ccccc3)CCC2=O)c1 (configuration not stated)	-2%	-8%	-1%	-7%	1%	-3.2%	-26%	7%	3%
COc1ccc(-c2nnc(SCC(=O)NC(=O)NCc3ccccc3)o2)cc1	0%	3%	8%	8%	9%	16%	-22%	-5%	481%[activator]
